# Compound activity deposited in PubChem by several laboratories.
# MC4R antag cAMP – MC4R antagonists of cAMP signaling, primary screen, cell-based, TR-FRET, antagonist arm of biased-ligand search. Melanocortin receptor 4 (Homo sapiens), P32245. MC4R-expressing cells, MTII-stimulated cAMP, LANCE TR-FRET. AID 540295, 2011. inhibition, % at 6.5 µM. actives 0.48% (n = 360,000);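 active = inhibition above its plate's cutoff, the mean of tested wells on that plate plus 3 SD, cut at about 29% in these data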;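 note: 0% = Melanotan II alone and 100% = Melanotan II plus saturating MCL0020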
#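 System – human MC4R-expressing U2OS cells · Also added – Melanotan II · Dosing – one concentration, 6.5 µM nominal · Timing – 30-min compound, 1-h challenge, 1-h detection, room temperature · Measured by – Eu-cAMP/anti-cAMP TR-FRET, emission 671 nm · Replicates – singlicate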
# CaV13 ICDI inh – Primary screen for inhibitors of IQ motif and Ca2+-dependent inactivation inhibitor domain binding in CACNA1D, Förster resonance energy transfer in living cells, …; HEK cells, CFP/YFP FRET ICDI-IQ, plate reader, 10 min; percent FRET-ratio fall versus neutral wells; inhibition, % at 12.3 µM; actives 0.098% (n = 340,000); AID 743397;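 active = mean replicate inhibition of at least 30% and at least 1% of replicates passing that level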;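 note: 0% = median of the neutral control wells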
# HTR2A ag – mouse Htr2a agonists via beta-arrestin recruitment, primary screen, cell-based, luminescence; CHO-K1 mHTR2A beta-arrestin complementation; percent of 30 µM serotonin response; 5-hydroxytryptamine receptor 2A (Mus musculus), P35363; AID 624169, 2012; actives 0.66% (n = 360,000); activation, % at 7.6 µM;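 active = activation above a run cutoff, the mean activation of all tested compounds plus 3 SD, cut at about 14% in these data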;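 note: 0% = plate median of compound wells and 100% = 30 µM serotonin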
# Exocytosis inh – LAMP-1 surface exposure blockers, TALL-104 cells – cell-based, flow cytometry, MLPCN library, primary screen; TALL-104 LAMP-1 surface exposure; cells stimulated with thapsigargin and PMA; inhibition, % at 10 µM; actives 0.66% (n = 360,000); AID 651702, 2012;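 active = inhibition above about 55%, limit read from the data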
# PDI inh – inhibitors of human PDI, primary screen, biochemical, turbidity, single point, plate reader. Protein disulfide-isomerase (Homo sapiens), P07237. AID 588391, 2011. actives 0.052% (n = 350,000). PDI insulin aggregation turbidity, A650, 90 min. inhibition, % at 10 µM;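 active = mean inhibition across replicates of 30% or more, whatever share of single replicates reach that level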;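 note: absorbance from insulin aggregation driven by PDI reduction with DTT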
# MC4R ag barr – MC4R agonists recruiting beta-arrestin, primary screen, cell-based, luminescence, agonist arm of biased-ligand search | U2OS MC4R beta-arrestin complementation; percent of melanotan II response, DMSO zero | AID 540308, 2011 | activation, % at 8.9 µM | actives 0.98% (n = 360,000);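 active = activation above a per-plate cutoff, the mean activation of sample wells on that plate plus 3 SD, cut at about 8% in these data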
# ABCB6 inh 2 – ABCB6 transporter inhibitors, primary screen, K562-ABCB6 cells, flow cytometry, MLPCN library | ATP-binding cassette sub-family B member 6 (Homo sapiens), Q9NP58 | K562-ABCB6 porphyrin accumulation, 1 h; active compounds read low | fluorescence ratio to DMSO, % at 10 µM | actives 0.19% (n = 360,000) | AID 602162, 2011;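 active = fluorescence ratio to DMSO below 75%, the collection mean minus 3 SD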;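 note: signal is porphyrin accumulated inside mitochondria; 100% equals median channel fluorescence of DMSO control wells; lower ratio means ABCB6 inhibition with less porphyrin fluorescence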
# ABHD5-PLIN5 inh – ABHD5-PLIN5 interaction inhibitors, primary screen, cell lysate, split luciferase complementation, luminescence; actives 0.78% (n = 360,000); Split G. princeps luciferase complementation, 4 h; AID 602281, 2012; Perilipin-5 (Homo sapiens) + 1-acylglycerol-3-phosphate O-acyltransferase ABHD5 (Homo …; inhibition, % at 4 µM;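 active = inhibition above the mean inhibition across every tested compound plus 3 SD, cut at about 22% in these data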;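 note: 0% = DMSO only wells and the 100% control is not disclosed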
# Target sequence (Q00G26 whole entry, looked up): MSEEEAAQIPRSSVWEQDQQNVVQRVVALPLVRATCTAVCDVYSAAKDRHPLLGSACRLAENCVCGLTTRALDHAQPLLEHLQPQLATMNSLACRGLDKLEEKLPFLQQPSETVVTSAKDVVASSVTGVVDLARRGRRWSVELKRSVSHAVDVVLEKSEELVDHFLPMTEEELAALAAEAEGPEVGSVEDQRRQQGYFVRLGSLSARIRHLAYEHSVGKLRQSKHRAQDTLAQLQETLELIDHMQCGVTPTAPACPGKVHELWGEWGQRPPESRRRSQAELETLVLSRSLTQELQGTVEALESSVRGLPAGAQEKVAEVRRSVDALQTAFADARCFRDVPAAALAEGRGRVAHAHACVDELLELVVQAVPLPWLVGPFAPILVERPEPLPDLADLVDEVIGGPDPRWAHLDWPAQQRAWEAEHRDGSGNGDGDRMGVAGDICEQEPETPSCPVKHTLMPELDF
# Target sequence (Q8WTS1 whole entry, looked up): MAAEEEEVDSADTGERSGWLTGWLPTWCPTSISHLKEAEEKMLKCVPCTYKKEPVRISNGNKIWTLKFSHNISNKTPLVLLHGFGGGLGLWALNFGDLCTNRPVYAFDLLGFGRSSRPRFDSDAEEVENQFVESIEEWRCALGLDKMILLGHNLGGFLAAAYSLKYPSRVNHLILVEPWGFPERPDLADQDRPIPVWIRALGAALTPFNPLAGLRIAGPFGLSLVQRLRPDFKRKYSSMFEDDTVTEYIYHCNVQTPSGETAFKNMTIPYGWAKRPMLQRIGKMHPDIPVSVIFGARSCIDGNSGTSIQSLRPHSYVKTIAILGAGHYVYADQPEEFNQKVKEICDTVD
# N-glyco inh – increase of ERlucT glycosylation luciferase signal, primary screen, N-linked glycosylation inhibitor project, D54 ERlucT cells, luminescence, set 2 | D54 ERlucT glycosylation luciferase reporter, 24 h; percent of 100 nM tunicamycin response | reporter increase, % at 12.5 µM | actives 0.23% (n = 360,000) | AID 588692, 2011;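 active = mean luciferase reporter signal, scaled so untreated is 0 and the glycosylation-blocking control 100, at or above a set limit in every replicate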;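 note: luciferase carries N-glycosylation sites so blocking glycosylation raises the light; 0% = median of neutral control wells and 100% = median of 100 nM tunicamycin wells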
# H9c2 protect – cardioprotection against H2O2-induced cell death, primary screen, uHTS, H9c2 cells, ATPLite luminescence. H9c2 cardiomyocytes, H2O2 injury protection, 2 h. protection from H2O2 cell death, % at 20 µM. actives 0.63% (n = 360,000). AID 588492, 2011;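 active = compounds giving at least 50% protection of heart cells from peroxide-induced death in the single-dose screen, raw or plate-pattern-corrected value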;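 note: 0% = DMSO wells with peroxide and 100% = DMSO wells without peroxide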
# * marks the source's active call; other numbers are inactive results; x = no result given.
# Below each SMILES: ABCB6 inh 2	N-glyco inh	MC4R antag cAMP	ABHD5-PLIN5 inh	CaV13 ICDI inh	MC4R ag barr	Exocytosis inh	HTR2A ag	H9c2 protect	PDI inh
Cc1cccc(NC(=O)C(Cc2ccccc2)c2nn[nH]n2)c1C (configuration not stated)
 : 101	0	-5	0	-3	-1.2	-3	3	-4	-10
Cc1ccc(C(=O)OCC(=O)NCc2ccc(Cl)cc2)s1
 : 94	2	-1	-1	-6	-0.7	0	1	-12	8
Cc1ccc(CN2CCC(N3CCC(C(=O)NCC4CCCO4)CC3)CC2)o1 (configuration not stated)
 : 102	2	-2	7	3	-0.1	0	3	-2	-3
CCN(CC)C(=O)c1cccc(-c2csc(C(O)(c3ccccc3)C(F)(F)F)n2)c1 (configuration not stated)
 : 101	7	9	-9	-9	1.7	6	-4	-14	-1
CCOc1ccc(NC(=O)CN(C)C(=O)c2cc(-c3ccncc3)nc3ccccc23)cc1OCC
 : 92	0	-2	-6	-2	-1.8	-2	0	32	-6
COC(=O)C(C)N1C(=O)S/C(=C/c2cc(C)n(-c3ccccn3)c2C)C1=O (configuration not stated)
 : 94	-11	-7	-6	-3	-1.7	-2	6	-12	2
COc1cccc(-c2cnc(C(O)c3ccc(Cl)c(F)c3)[nH]2)c1 (configuration not stated)
 : 98	0	14	5	-10	-2.6	6	4	-8	5
COc1cc(C2C(C#N)=C(N)OC3=C2C(=O)CCC3)cc(OC)c1OC(=O)N1CCOCC1 (configuration not stated)
 : 102	-3	-2	5	-1	-1.4	3	-4	1	-10
CCCCc1ccc(C2C3=C(CC(C)(C)CC3=O)NC3=C2C(=O)c2ccccc23)cc1 (configuration not stated)
 : 104	-5	10	4	-5	-3.7	6	-6	-7	13
Cc1cc(=O)oc2cc(OCC(=O)N3CCCC3)c(Cl)cc12
 : 97	1	-2	-4	-5	-2.5	-4	-8	9	-6
COc1ccc(NC(=O)NNC(=O)c2cc(C3CC3)nc3ccccc23)c(OC)c1
 : 101	2	4	-4	-5	-3.6	0	2	3	11
CC(NC(=O)Cn1c(NCCO)nc2ccccc21)C1CC2CCC1C2 (configuration not stated)
 : 88	0	-3	0	3	-0.1	0	0	9	9
CC(C)(C)c1ccc(NC(=O)COc2ccc(-n3ccnc3)cc2)cc1
 : 93	-5	11	-4	x	0.6	4	-1	-33	-2
COc1cc(OC)c2c(-c3cccc(/C=C/c4ccc(F)cc4)c3)cc(=O)oc2c1
 : 100	-3	14	-6	-6	-0.1	-2	-4	-12	-3
CCc1cccc(NC(=O)c2cccc3c2C(=O)N(CC2CCCO2)C3)c1 (configuration not stated)
 : 98	-4	3	2	-6	-1.0	10	-7	16	x
CC(C)c1nnc(NC(=O)c2sc3ccccc3c2Cl)s1
 : 95	0	10	-4	x	-1.2	-1	5	-18	-3
COc1ccc(CC(=O)N(Cc2ccccc2)C(C)C)cc1
 : 93	-1	2	0	-4	-2.2	-4	-4	7	0
CCN(CC)S(=O)(=O)c1ccc2oc(C(=O)NC3CC3)c(C)c2c1
 : 98	-1	10	-6	-3	-1.9	9	-10	-2	9
COc1ccc(CN2CCN(S(=O)(=O)c3ccc(C)cc3)CC2)cc1Br
 : 98	-5	-3	-2	x	-1.7	-4	0	-4	-2
Cc1ccccc1C(=O)Oc1ccccc1N1C(=O)C2CC=CCC2C1=O (configuration not stated)
 : 95	1	13	4	-1	-2.4	1	-1	0	11
CCOC(=O)c1c(S(=O)(=O)NCC(=O)Nc2cc(C)ccn2)c(C)n(C)c1C
 : 94	0	8	2	-7	0.4	-2	4	0	-1
O=C1C(Cc2ccccc2)SC(=Nc2ccccc2)N1c1ccccc1 (configuration not stated)
 : 91	-2	5	0	x	-0.8	6	-3	5	6
O=C(C[C@H]1C/C=C\C[C@H](NC(=O)OCC2c3ccccc3-c3ccccc32)C(=O)O[C@H](c2ccccc2)CNC1=O)N[C@H](CO)Cc1ccccc1
 : 87	-2	0	0	x	26*	14	0	-20	13
CC1CCCC(C)N1C(=O)COC(=O)c1nn(C)c(=O)c2ccccc12 (configuration not stated)
 : 98	0	14	-4	-13	-1.1	-2	3	-1	-3
CC1(C(=O)c2ccccc2)C2c3c(ccc4ccccc34)OC(=O)C21C(=O)N1CCOCC1 (configuration not stated)
 : 118	2	7	5	x	-0.5	-1	2	6	-6
O=C1OC2(CCCCC2)OC(=O)C1=CNc1ccc2c(c1)OCO2
 : 94	1	-3	-9	-6	-2.5	5	0	14	-10
CC(=O)Nc1ccc(C(=O)CN2C(=O)NC3(CCCc4ccccc43)C2=O)c(F)c1 (configuration not stated)
 : 100	0	11	-2	-5	-0.3	1	5	7	3
O=C(Nc1ccccc1)NC1(C(=O)NCc2ccc3c(c2)OCO3)CCCCC1
 : 103	-2	16	-3	x	-1.7	5	-3	1	2
CCOC(=O)c1ccccc1NC(=O)COC(=O)c1ccc(OCC(=O)N2CCOCC2)c(OCC)c1
 : 97	1	30*	-3	-6	9.1*	2	-3	21	-1
COc1ccc(C2C(C(C)=O)=C(O)C(=O)N2c2nc3ccccc3s2)cc1OC (configuration not stated)
 : 101	0	8	-23	5	1.5	3	2	-12	5

# Compound profiles, as listed above. Order of screens: ABCB6 inh 2	N-glyco inh	MC4R antag cAMP	ABHD5-PLIN5 inh	CaV13 ICDI inh	MC4R ag barr	Exocytosis inh	HTR2A ag	H9c2 protect	PDI inh
# Listed for `O=C1C(Cc2ccccc2)SC(=Nc2ccccc2)N1c1ccccc1` (configuration not stated) : 91	-2	5	0	x	-0.8	6	-3	5	6
# Listed for `COc1ccc(C2C(C(C)=O)=C(O)C(=O)N2c2nc3ccccc3s2)cc1OC` (configuration not stated) : 101	0	8	-23	5	1.5	3	2	-12	5
# Listed for `CCOC(=O)c1c(S(=O)(=O)NCC(=O)Nc2cc(C)ccn2)c(C)n(C)c1C` : 94	0	8	2	-7	0.4	-2	4	0	-1

# Continuation.
# Below each SMILES: ABCB6 inh 2	N-glyco inh	MC4R antag cAMP	ABHD5-PLIN5 inh	CaV13 ICDI inh	MC4R ag barr	Exocytosis inh	HTR2A ag	H9c2 protect	PDI inh
O=C(CCC(=O)N(Cc1ccco1)C(C(=O)NC1CCCC1)c1ccncc1)Nc1cccnc1 (configuration not stated)
 : 97	1	1	8	x	-1.1	-3	0	2	0
Cc1cc(Oc2cccc3c2S(=O)(=O)N(C2CCCC2)CC(COCc2ccccc2)O3)cc(C)c1C (configuration not stated)
 : 95	-5	1	0	x	1.4	5	9	-12	-6
CC(=O)Nc1ccc(OC(=O)c2c(-c3ccccc3Cl)noc2C)cc1
 : 70*	0	13	1	-12	-1.8	4	-8	-2	-4
OC(c1ccc2c(c1)OCO2)c1nccc2ccccc12 (configuration not stated)
 : 99	1	6	-42	-8	0.0	-4	2	-4	-2
C[C@@H]1CN([C@H](C)CO)C(=O)CCCn2cc(nn2)CO[C@H]1CN(C)C(=O)Nc1cccc2ccccc12
 : 100	3	0	1	-4	-1.6	-2	0	4	4
COc1ccc(CNS(=O)(=O)c2ccc(-c3ccc(=O)[nH]n3)o2)cc1
 : 97	0	6	-5	-4	-1.4	-10	1	0	-2
COc1ccccc1NS(=O)(=O)c1ccc(C)c(NC(=O)C2CCCO2)c1 (configuration not stated)
 : 99	-1	5	-3	-2	-4.2	6	-11	1	2
COc1ccc(OCC(=O)Nc2ccc3c(c2)nc(CN2CCCC2)n3C)cc1
 : 93	-1	-2	3	-5	-2.0	1	-7	13	0
CC(OC(=O)c1nsc(Cl)c1Cl)C(=O)NCc1ccco1 (configuration not stated)
 : 88	0	1	5	x	-1.4	2	-2	10	3
O=C(NCCCN1CCCC1=O)c1ccc2c(=O)n(-c3ccccc3F)c(=S)[nH]c2c1
 : 99	0	15	-6	-3	-0.4	-2	-3	1	0
COc1cccc(N/C=C/C(=O)c2ccc(Cl)cc2)c1
 : 101	-13	-1	-13	-6	-2.6	-3	1	-8	-4
N#C/C(=C1\CCCN1)c1ccc2ccccc2n1
 : x	0	3	-1	x	-1.8	-10	-5	1	-6
Nc1ccc(N2CCN(C(=O)c3ccco3)CC2)cc1
 : 108	4	19	-6	-8	-1.3	-4	5	13	3
COc1cccc(NC(=O)CN(C)C(=O)c2cc3c(s2)CCCC3)c1
 : 100	2	1	1	-4	0.8	0	-1	-2	-7
Cc1cc(C(=O)N2CCCC(C(=O)c3ccc(Cl)cc3C)C2)no1 (configuration not stated)
 : 101	-3	1	-2	x	-0.3	-4	3	-6	2
CC(C)COP(=O)(c1ccc(N(C)C)cc1)C(O)c1cccnc1 (configuration not stated)
 : 102	0	-1	-8	-20	4.3	0	3	-2	-3
COc1ccc(CCNC2CC(=O)N(C)C2=O)cc1OC (configuration not stated)
 : 86	2	2	-2	-6	-1.5	0	-2	12	-2
O=C(c1cccs1)N1CCN=C1SCc1ccccc1F
 : 95	-4	5	3	-5	-2.0	0	-2	-4	2
COc1ccc(OC)c(NC(=O)C2CC2c2ccccc2)c1 (configuration not stated)
 : 95	2	1	1	-1	0.9	-4	1	8	-4
CN(C)c1c(N)[nH]c2c(c1=O)c(=O)n(C)c(=O)n2C
 : 99	6	1	7	-5	-0.8	6	1	8	0
Cc1cc(Cl)c2oc(C(=O)N(C)Cc3nccn3C)c(C)c2c1
 : 100	1	-2	-6	-7	-3.5	-1	-1	-2	-3
CCCS(=O)(=O)NC(=O)C1(C)CCN(C(=O)Cc2cccc(OC)c2)C1 (configuration not stated)
 : 92	3	8	-1	-6	0.1	24	4	7	-7
CCOC(=O)N1CCN(C(=O)CCc2ccccc2)CC1
 : 98	-3	11	5	-5	-1.4	1	4	2	3
CC1(c2nnnn2Cc2ccccc2)CCC(=O)N1C1CC1 (configuration not stated)
 : 93	x	x	2	-13	x	-3	-4	x	x
COCCNC(=O)c1ccc2snnc2c1
 : 105	-1	13	-3	-3	0.6	1	11	3	4
O=C(CSc1nnc(-c2cc3ccccc3cc2O)n1Cc1ccco1)N1CCc2ccccc2C1
 : 103	17	3	6	-4	2.4	1	-2	-4	0
CC(C)CN(C(=O)COC(=O)CCc1c[nH]c2ccccc12)C1CCS(=O)(=O)C1 (configuration not stated)
 : 96	0	2	-1	-3	-2.0	7	-3	-13	0
CCOC(=O)CSc1nnc(Cc2ccccc2)n1Cc1ccco1
 : 99	0	5	8	-4	-1.5	0	1	2	-3

# This is a random part of the collection. Share with any hit: about 4.2%.
